Screening results (PubChem)
SENP1 FRET inh: inhibitors of human SENP1 SUMO protease catalytic domain. inhibition, % at 10 µM. recombinant SENP1 catalytic domain, CyPet-SUMO1-YPet FRET cleavage. 360,000 tested, 0.21% active. Q9P0U3;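 active means inhibition at least 30% at 10 µM, raw YFP signal under a set limit, fluorescence ratio 0.5 to 1.5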;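 further: 0% = enzyme with DMSO and 100% = no enzyme wells; some results filed as inactive read as strong as hits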
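Assay system – human recombinant His6-tagged SENP1 catalytic domain enzyme · Input – SENP1 enzyme, 20 pM final · Buffer or medium – Tris pH 8 buffer plus EDTA, NaCl, BME, BSA, NP40, catalase · Schedule – 50 min reaction at room temperature · Technique – FRET read of cyan and yellow fluorescence · Control set – no-enzyme wells low, DMSO-plus-enzyme wells high control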
UBC13 polyUb: human UBC13 polyubiquitination inhibition; P61088; UBC13 polyubiquitin chain formation, TR-FRET; inhibition, % at 20 µM; 330,000 tested, 0.47% active; AID 485273; in the data active means inhibition above about 45%, passing the limit was not always enough
Target sequence (P61088 whole entry, looked up): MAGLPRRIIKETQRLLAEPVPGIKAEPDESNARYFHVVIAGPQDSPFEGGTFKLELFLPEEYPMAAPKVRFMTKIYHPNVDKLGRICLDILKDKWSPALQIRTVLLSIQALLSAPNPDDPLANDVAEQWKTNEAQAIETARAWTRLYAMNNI
SENP8 block-1: SENP8 protease inhibition; Q96LD8; purified SENP8, Z-RLRGG-aminoluciferin cleavage, luminescence; inhibition, % at 10 µM; 330,000 tested, 1.2% active; AID 2540; in the data active means inhibition above about 50%
Apaf-1 inh: blocks human Apaf-1 apoptosome activity. O14727. reconstituted apoptosome caspase-3 activity, DEVD-Rh110 fluorescence. inhibition, % at 20 µM. 330,000 tested, 0.71% active; active means inhibition of at least 40% at 20 µM;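 further: plate controls were DMSO wells for no effect and DEVD-CHO caspase inhibitor wells for full effect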
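detection = Rh110 fluorescence intensity | test system = biochemical Apaf-1 apoptosome reconstitution | also added = cytochrome c and DEVD-Rh110 substrate | schedule = 30 min plus 50 min, RT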
SENP6 inh: inhibitors of human SENP6 protease. inhibition, % at 10 µM. Q9GZR1. 330,000 tested, 1.8% active. Recombinant SENP6 catalytic domain, aminoluciferin luminescence. AID 2599;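 active means inhibition above about 50% at the single tested dose, limit read from the data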;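 further: plate controls were DMSO wells with enzyme for no effect and DMSO wells lacking enzyme for full effect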
SENP7 inh: SENP7 protease inhibition; Q9BQF6; recombinant SENP7, Z-RLRGG-aminoluciferin luminescence, 40 min; inhibition, % at 5 µM; 330,000 tested, 1.5% active; AID 434973;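 active means inhibition above about 50% at the single test dose, limit read from the data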;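 further: plate controls were DMSO with enzyme for no effect and no enzyme buffer wells for full effect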
Target sequence (Q9BQF6 706-1050 limits assumed): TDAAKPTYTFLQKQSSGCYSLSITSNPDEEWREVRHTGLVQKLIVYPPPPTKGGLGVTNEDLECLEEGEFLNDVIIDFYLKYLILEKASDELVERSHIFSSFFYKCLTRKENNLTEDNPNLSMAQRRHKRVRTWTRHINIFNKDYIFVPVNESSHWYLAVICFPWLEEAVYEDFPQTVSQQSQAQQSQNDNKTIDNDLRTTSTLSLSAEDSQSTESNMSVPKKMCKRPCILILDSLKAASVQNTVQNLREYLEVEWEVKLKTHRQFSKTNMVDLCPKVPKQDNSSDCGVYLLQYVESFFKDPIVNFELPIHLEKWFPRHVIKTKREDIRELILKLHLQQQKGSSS
A3G deaminase: APOBEC3G (human) deaminase inhibition. Q9HC16. recombinant A3G, ssDNA deamination FAM/TAMRA fluorescence. inhibition, % at 20 µM. 330,000 tested, 0.28% active. AID 493012;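 active means inhibition of at least 40% at 20 µM, with no more than 30% in the related APOBEC3A deaminase screen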;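 further: plate controls were DMSO wells with A3G for no effect and wells lacking A3G enzyme for full effect; some compounds called inactive have numbers as strong as hits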
Target sequence (Q9HC16 whole entry, looked up): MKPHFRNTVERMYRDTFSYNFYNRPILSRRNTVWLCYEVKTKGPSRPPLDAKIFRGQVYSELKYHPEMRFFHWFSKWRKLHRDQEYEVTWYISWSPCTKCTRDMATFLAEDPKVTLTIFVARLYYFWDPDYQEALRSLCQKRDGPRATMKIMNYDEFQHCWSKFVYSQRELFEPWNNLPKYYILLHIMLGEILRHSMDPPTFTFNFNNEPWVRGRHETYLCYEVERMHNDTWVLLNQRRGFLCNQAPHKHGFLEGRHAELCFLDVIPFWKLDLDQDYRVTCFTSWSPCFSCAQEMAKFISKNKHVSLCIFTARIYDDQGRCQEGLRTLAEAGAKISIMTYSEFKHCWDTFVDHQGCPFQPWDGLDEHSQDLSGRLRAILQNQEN
SENP8 block-2: inhibitors of human SENP8 protease; Q96LD8; recombinant SENP8, Nedd8 substrate fluorescence; inhibition, % at 20 µM; 360,000 tested, 0.64% active; AID 602440; in the data active means inhibition mostly above about 40%, no sharp cut-off; inactive means mostly below about 27%
* marks the source's active call; other numbers are inactive results; i = inactive. An unsorted share of the library; overall some 3.6% were active at least once.

SMILES | SENP1 FRET inh | UBC13 polyUb | SENP8 block-1 | Apaf-1 inh | SENP6 inh | SENP7 inh | A3G deaminase | SENP8 block-2
NC(=S)N/N=C/c1ccc(C(F)(F)F)cc1 | 0 | -7 | 1 | 6 | 1 | 0 | -7 | 18
CC(=O)Nc1ccc(C(=O)OCC(=O)NCCC2=CCCCC2)cc1 | -1 | 1 | 3 | 12 | -13 | -2 | 3 | 2
CCOC(=O)CN1C(=O)N[C@@H](c2ccccc2)C(C(C)=O)=C1C | -3 | -8 | -1 | 2 | 2 | -4 | -3 | -2
CC(C)(C)[C@H]1C=C(C(N)=O)O[C@@H](OCCCCO)C1 | -2 | 0 | 22 | 1 | -5 | 6 | -6 | 14
Cc1ccc(NC(=O)CN2C(=O)S/C(=C\c3ccccn3)C2=O)cc1C | -5 | -2 | -15 | -11 | -7 | -11 | -6 | 7
COc1ccc(Cl)cc1C(=O)OCC(=O)Nc1cccnc1Cl | -1 | 14 | -6 | -1 | -6 | 6 | -3 | 7
O=C1CCC(=O)N1c1ccccc1OS(=O)(=O)c1ccccc1 | 0 | 0 | 2 | -2 | -2 | 0 | -8 | 7
O=C(COC(=O)/C=C/c1cccc(F)c1)NNC(=O)c1ccccc1 | 4 | -8 | 1 | -4 | 11 | 5 | 3 | 18
CC(=O)N1N=C(c2ccc(NS(=O)(=O)c3ccccc3)cc2)CC1c1ccco1 (stereo not drawn) | -3 | -2 | -10 | 5 | -17 | -5 | -5 | -56
O=C(Nc1ccc(Cl)c(C(F)(F)F)c1)c1ccncc1 | 0 | 2 | -7 | -9 | -12 | -7 | -12 | 2
Cc1ccccc1OCCC(=O)OCC(=O)N(C)c1c(N)n(Cc2ccccc2)c(=O)[nH]c1=O | -7 | -3 | 7 | 2 | 7 | -1 | 4 | -4
CCN1C(=O)[C@@H]2[C@@H](c3ccc(-c4ccc(F)cc4)cc3)N3CCCC[C@@]3(C(=O)OC)[C@@H]2C1=O | 1 | 8 | 4 | 8 | -9 | -5 | -8 | 26
COc1ccc(-n2c(Cc3cccn3C)nnc2SCC(=O)NCc2ccc(F)cc2)cc1 | -2 | 4 | 6 | -5 | 0 | 2 | -5 | 1
Cc1ccc(-c2cc(C(=O)Nc3ccc(S(=O)(=O)Nc4onc(C)c4C)cc3)c3ccccc3n2)cc1 | 0 | -23 | -4 | 24 | -9 | -4 | -2 | 2
O=C(c1ccccc1)N1N=C(C(F)(F)F)CC1(O)c1ccccc1 (stereo not drawn) | 1 | -4 | -7 | 12 | -8 | 0 | 1 | 21
Cc1cccc(NC(=O)C2CC(=O)OC23CCCC3)c1 (stereo not drawn) | 0 | 6 | -1 | -7 | -18 | 1 | 0 | 29
COC(=O)c1cc(NC(=O)COC(=O)C2CCC2)cc(C(=O)OC)c1 | 1 | -4 | -14 | -8 | -12 | 2 | -9 | 2
Cc1nc2ccc(NC(=O)N3CCOCC3)cc2s1 | -26 | -17 | -6 | 9 | 8 | -4 | -10 | -114
O=C(COC(=O)C(Cc1ccccc1)NC(=O)c1ccco1)NC1CC1 (stereo not drawn) | 2 | -6 | -3 | -7 | -9 | 2 | 0 | 8
O=C(Nc1nnc(SCc2c(Cl)cccc2Cl)s1)C1CCCO1 (stereo not drawn) | 1 | 5 | -1 | -2 | 6 | 2 | -2 | 13

Shown as tab-separated lines: part of the list above.
SMILES	SENP1 FRET inh	UBC13 polyUb	SENP8 block-1	Apaf-1 inh	SENP6 inh	SENP7 inh	A3G deaminase	SENP8 block-2
Cc1ccc(NC(=O)CN2C(=O)S/C(=C\c3ccccn3)C2=O)cc1C	-5	-2	-15	-11	-7	-11	-6	7
COc1ccc(Cl)cc1C(=O)OCC(=O)Nc1cccnc1Cl	-1	14	-6	-1	-6	6	-3	7

One compound at a time, as listed above. Order of values: SENP1 FRET inh | UBC13 polyUb | SENP8 block-1 | Apaf-1 inh | SENP6 inh | SENP7 inh | A3G deaminase | SENP8 block-2
COC(=O)c1cc(NC(=O)COC(=O)C2CCC2)cc(C(=O)OC)c1 in the list: 1 | -4 | -14 | -8 | -12 | 2 | -9 | 2
O=C(Nc1nnc(SCc2c(Cl)cccc2Cl)s1)C1CCCO1 (stereo not drawn) in the list: 1 | 5 | -1 | -2 | 6 | 2 | -2 | 13
CCN1C(=O)[C@@H]2[C@@H](c3ccc(-c4ccc(F)cc4)cc3)N3CCCC[C@@]3(C(=O)OC)[C@@H]2C1=O in the list: 1 | 8 | 4 | 8 | -9 | -5 | -8 | 26

The list goes on:
SMILES | SENP1 FRET inh | UBC13 polyUb | SENP8 block-1 | Apaf-1 inh | SENP6 inh | SENP7 inh | A3G deaminase | SENP8 block-2
CCC(=O)Nc1ccc(C(=O)NNC(=O)Cc2ccccc2)cc1 | 0 | -2 | -7 | 7 | -2 | 4 | 1 | 10
O=C(CNC(=O)c1ccc(F)cc1)N/N=C/c1cn[nH]c1-c1ccccc1 | 3 | 6 | -7 | -11 | -1 | -15 | -9 | 6
CCCN1CN=C(Nc2nc3ccccc3o2)NC1 | 0 | 0 | 4 | -8 | -21 | 8 | -8 | 2
O=C(Nc1ccccc1N1CCN(c2ccccc2)CC1)C1CCCCC1 | 1 | 4 | 5 | -6 | 3 | 3 | -3 | 5
O=C(Nc1ccc(S(=O)(=O)N2CCCCC2)cc1)C1CC(=O)N(c2ccc(F)cc2)C1 (stereo not drawn) | 1 | 6 | 1 | 16 | -14 | 10 | -9 | 0
O=C(NCc1ccc(OC(F)(F)F)cc1)C12CN(Cc3ccccc3)CC1C(c1cccc([N+](=O)[O-])c1)=NO2 (stereo not drawn) | 2 | 1 | 4 | 12 | 3 | 11 | 15 | 9
O=C(NC(=S)Nc1ccc(CN2CCOCC2)cc1)c1ccc([N+](=O)[O-])cc1 | 1 | -10 | 6 | 0 | 8 | 19 | -1 | 18
CNc1c([N+](=O)[O-])cnn1-c1cccc(Cl)n1 | 0 | -3 | 6 | -4 | -22 | -7 | -1 | 19
CCOc1ccc(NC(=O)CSc2nnc(Cc3ccccc3)c(=O)n2N)cc1 | 4 | -11 | 1 | 13 | -12 | -4 | 4 | 7
COc1cc(C2NC(=S)NC(c3ccccc3)=C2C(C)=O)cc(Br)c1OCC(N)=O (stereo not drawn) | 4 | 4 | 3 | -11 | -1 | -1 | -6 | 13
CSCCC(NC(=O)COc1ccccc1)C(=O)N1CCN(c2ccccc2F)CC1 (stereo not drawn) | 0 | 3 | 0 | 8 | 17 | 9 | 5 | 0
COc1cccc(CNC(=O)CCNS(=O)(=O)c2cccc3nsnc23)c1 | 2 | 5 | 0 | -5 | -3 | 1 | -6 | 5
c1ccc(CCc2nn3c(Cn4nnc5ccccc54)nnc3s2)cc1 | -2 | -6 | 2 | 5 | 6 | 1 | 32 | 16
COc1ccc(C(=O)Nc2cccc(/C(C)=N/NC(=O)c3ccc([N+](=O)[O-])c(C)c3)c2)cc1OC | 2 | -10 | -5 | 27 | -11 | 0 | -2 | 5
Cn1c(SCC(=O)c2ccccc2F)nnc1C1CC1 | 0 | -2 | 4 | -5 | 5 | 2 | -2 | 10
CN(C)/C=C1\C(=O)N(c2ccc(Cl)c(Cl)c2)CS1(=O)=O | 0 | -6 | 4 | -10 | -15 | -3 | -7 | 10
COc1ccc(C(=O)Nc2ccc3c(c2)OCCO3)cc1 | 1 | -5 | 70* | -10 | 73* | -15 | -6 | 22
CCOc1ccc(C(=O)NCC(C)C)cc1 | 3 | 1 | -6 | 10 | -7 | 11 | -4 | 5
CSc1nc2cc(C)nn2c(-c2ccc(C(C)(C)C)cc2)c1C#N | -5 | 25 | 5 | 2 | -5 | 7 | 2 | -6
COc1ccc(C(=O)NCCn2ccc3ccccc32)c(OC)c1 | -7 | -4 | -3 | 2 | -9 | -5 | -3 | 7
O=C(O)CSc1cc(C(=O)c2cc(F)ccc2O)cn2c(=O)c3c(-c4ccccc4)csc3nc12 | -33 | 0 | 3 | 27 | 2 | -12 | -4 | -125
CC(=O)c1ccc(NC(=O)COC(=O)C2C3CC4OC(=O)C2C4C3)cc1 (stereo not drawn) | -1 | -3 | 3 | 2 | -5 | 6 | 0 | 11
Cc1ccc(Cl)cc1NC(=O)C1C2CCC(O2)C1C(=O)O (stereo not drawn) | 1 | 1 | -1 | -16 | 7 | 2 | -18 | 2
COc1ccc(C(Nc2cccc([N+](=O)[O-])c2)P(=O)(OC(C)C)OC(C)C)cc1 (stereo not drawn) | 9 | 3 | 3 | -2 | -5 | -2 | -8 | 14
O=C(COc1ccc(/C=C\[N+](=O)[O-])cc1)N1CCOCC1 | 1 | -10 | -7 | -2 | 5 | 4 | -4 | -9
O=c1c2ccccc2ncn1-c1cccc([N+](=O)[O-])c1 | 1 | -2 | 5 | -16 | -11 | 1 | 3 | 0
CC(C)(C)NC(=O)NCC1CCCC1NC(=O)NC(C)(C)C (stereo not drawn) | 1 | 0 | -16 | 1 | -10 | -2 | -1 | 11
CC1(C)Cc2ccccc2-c2nnc(-c3ccc4ccccc4n3)n21 | 3 | 7 | 1 | 3 | -12 | 4 | -6 | 3
O=C(COC(=O)C1CC1)NCCc1ccccc1 | -2 | 5 | 7 | -3 | -1 | -7 | 0 | 9
CCCCNC(=O)c1cn(C)c2ccc(S(=O)(=O)N3CCCC3)cc2c1=O | -1 | 5 | -1 | 3 | -4 | 2 | -2 | 15
COc1cc(SC)ccc1C(=O)Nc1nc2ccccc2[nH]1 | 3 | 19 | 96* | 4 | 97* | 101* | -9 | -278
Cc1ccc(NC(=O)N(CCCN2CCOCC2)Cc2cccnc2)cc1C | 1 | -11 | 3 | -4 | 6 | 1 | -6 | 7
CCN(C(=O)Cn1c(=O)oc2ccccc21)c1cccc(C(F)(F)F)c1 | 1 | 7 | 4 | 5 | 7 | 15 | 3 | 30
COc1ccc(/C=C2\Oc3cc(OCC(=O)N4CC(O)C[C@H]4C(=O)O)ccc3C2=O)c(OC)c1OC (stereo partly drawn) | -69 | -1 | -4 | -3 | 9 | 2 | -9 | -213
CCOC(=O)CC1COCCN1Cc1cn(C)nc1-c1ccccc1F (stereo not drawn) | 0 | -4 | -2 | -7 | 2 | 3 | 11 | 7
Cc1ccnc(NS(=O)(=O)c2ccc(N=CC3=C(O)CC(C)(C)CC3=O)cc2)n1 | -13 | -2 | -4 | -8 | -4 | -4 | -6 | -16
CCOc1ccc(C2c3c(oc4cc(C)c(C)cc4c3=O)C(=O)N2CCCN2CCOCC2)cc1 (stereo not drawn) | -4 | 15 | 5 | -10 | -1 | -8 | -5 | -17
O=C(CNc1ccc(C(F)(F)F)cc1)Nc1cccc(S(=O)(=O)N2CCCC2)c1 | -2 | 10 | -10 | 14 | -2 | 2 | 1 | 3
COc1cc(Br)c(CCNC(=O)Cc2ccccc2)cc1OC | 1 | -1 | 7 | 3 | 9 | 8 | -2 | 13
CC(C)N(Cc1ccccc1)C(=O)C1CCCN(c2ncnc3c2nc2n3CCCCC2)C1 (stereo not drawn) | 1 | 1 | -1 | 9 | 9 | -3 | -4 | -7
Cc1ccc(-c2nc3cccnc3s2)cc1NC(=O)c1ccco1 | 0 | -6 | -10 | 3 | 1 | -16 | 0 | -39
CCOC(=O)/C(C#N)=N/Nc1c(C)n(C)n(-c2ccccc2)c1=O | 3 | -17 | -3 | -6 | -7 | 0 | 0 | 6
Cc1ccc(NC(=O)CN(C)C(=O)c2n[nH]c(=O)c3ccccc23)cc1 | 1 | 2 | 0 | -4 | 11 | 4 | -7 | 1
Cc1ccc2nc(-c3cccc(N)c3)[nH]c2c1 | 1 | 11 | 88* | -3 | 93* | 96* | -2 | i
CN(C)S(=O)(=O)c1ccc(C(=O)NCCS(=O)(=O)N2CCN(c3ccc(F)cc3)CC2)cc1 | 2 | -1 | 8 | 5 | 3 | 0 | -3 | 4
Cc1cccc(/C=C/C(=O)c2cc(Br)ccc(=O)c2O)c1 | 7 | -35 | -2 | 7 | 9 | -2 | 7 | 8
